High-throughput results from PubChem.
FLuc modulator – firefly luciferase modulation, counter-screen for miR-21 project; Potency, µM (titrated, usually from 57.5 µM), inactives show top-dose activity change, negative = inhibition, most hits filed as inhibitors; AID 588342; P08659; purified FLuc, Km substrates, luminescence inhibition; 360,000 compounds, 6.9% hits; active means well fitted inhibition curve with a large enough effect; inconclusive means small, poorly fitted or top-dose-only effect;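 further: plate controls were vehicle for no effect and reference inhibitor for full effect; nearly all actives have a fitted effect of over 55% in size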
Target sequence (P08659 whole entry, looked up): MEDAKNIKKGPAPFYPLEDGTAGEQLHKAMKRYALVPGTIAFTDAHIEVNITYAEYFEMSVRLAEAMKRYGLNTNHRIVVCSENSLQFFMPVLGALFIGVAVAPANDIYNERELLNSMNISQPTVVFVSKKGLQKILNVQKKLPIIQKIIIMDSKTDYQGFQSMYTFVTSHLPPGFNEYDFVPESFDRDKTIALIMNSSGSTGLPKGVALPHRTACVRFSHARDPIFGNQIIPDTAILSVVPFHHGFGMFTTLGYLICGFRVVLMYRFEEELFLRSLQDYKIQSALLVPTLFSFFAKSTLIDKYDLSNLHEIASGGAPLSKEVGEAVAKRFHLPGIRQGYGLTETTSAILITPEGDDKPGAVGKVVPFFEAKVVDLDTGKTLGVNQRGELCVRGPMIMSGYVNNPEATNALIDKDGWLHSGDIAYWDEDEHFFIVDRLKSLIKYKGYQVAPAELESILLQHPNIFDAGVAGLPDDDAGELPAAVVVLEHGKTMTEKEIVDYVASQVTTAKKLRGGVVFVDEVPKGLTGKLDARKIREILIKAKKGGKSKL
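Purified P. pyralis luciferase, 10 nM final, with Km-level 10 uM D-luciferin and 10 uM ATP in 50 mM Tris acetate pH 7.5, 10 mM Mg acetate, 0.01% Tween-20, 0.05% BSA; 6-point qHTS titration about 60 µM downward; luminescence read.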
* = called active by the depositor; u = inconclusive. Potency means the concentration at half of the fitted maximal effect.

SMILES	FLuc modulator
Cc1cc(C)c(S(=O)(=O)NCC(c2ccco2)S(=O)(=O)c2ccccc2)c(C)c1 (centres undefined)	3%
CCCCN(C)CCNC(=O)c1ccc2c(c1)NC(=O)CN2	1%
COc1ccccc1CNC(=O)COCc1cc(-c2cccs2)on1	-15%
Cc1nn2c(=O)cc(COC(=O)c3cccc(NC(=O)COc4ccccc4C)c3)nc2s1	24µM*
CCCCN(CC)C(=O)CCCn1c(=O)c2cccn2c2ccccc21	u
O=C(Nc1ccc(Cl)cc1C(F)(F)F)c1cc(S(=O)(=O)N2CCOCC2)ccc1F	0%
c1csc(-c2nc3ccccn3c2Nc2ccc3c(c2)OCCO3)c1	u
COc1ccc(N2CCN(c3oc(/C=C/c4ccccc4OC)nc3C#N)CC2)cc1	-10%
C=Cc1ccc(CSc2nc(-c3ccccc3C)nc3c2Cc2c(CO)cnc(C)c2O3)cc1	0%
COc1ccc2c(Sc3ccc(Cl)cc3)c(C(=O)NCCCN3CCCCC3)[nH]c2c1	0%
COC(=O)c1ccc(NC(=O)c2cc(S(=O)(=O)N3CCOCC3)cn2C)cc1	0%
CCc1ccccc1NC(=O)NC(CC)Cn1nnc2ccccc2c1=O (centres undefined)	4%
Cc1ccccc1OCC(=O)Nc1c(C)ccc2nsnc12	-1%
Cc1cccc(NC(=O)C2CCCN(S(=O)(=O)c3cnc[nH]3)C2)c1C (centres undefined)	-4%
CC(C)(C)OC(=O)N1CCC(c2c(C(=O)N3CCC(c4ccccc4)C3)cnn2-c2cccc(Cl)c2)CC1 (centres undefined)	-4%
CC(C)CNc1nc(Oc2ccc(OCC(N)=O)nn2)nc(N2CCOCC2)n1	-5%
CCOc1ccc2nc(NC(=O)c3nc(SCc4ccc(C)cc4)ncc3Cl)sc2c1	0%
CCOc1ccc(CNC(=O)CCn2nc(C)c3c(C)n(-c4ccccc4)nc3c2=O)cc1	-1%
O=C(Cc1ccc(F)cc1)NCCc1csc(-c2cccc(F)c2)n1	-3%
Cc1cccc(NC(=O)CCS(=O)(=O)c2cc(Br)cc3c2N(C(=O)C2CC2)CC3)c1	-5%
Cc1coc2cc3oc(=O)c(CC(=O)NCc4cccc(Cl)c4)c(C)c3cc12	-6%
COc1cc(CN(C(=O)c2ccc(OC(C)C)cc2)C2CCS(=O)(=O)C2)cc(OC)c1OC (centres undefined)	-6%
COc1ccc(CNC(=O)CCc2nc3cccnc3n2Cc2ccccc2)cc1	-7%
CCCc1cc(=O)[nH]c2nnc(SCCC(C)C)n12	u
CCCN(CCC)C(=O)C1CCN(c2ncnc3c2nc2n3CCCCC2)CC1	3%
CCc1ccc(NC(=O)Cn2c(=O)n(-c3ccc(OC)cc3)c(=O)c3ccc(C(=O)NCc4ccc(C)cc4)cc32)cc1	2%
COCCc1nn2c(=O)cc(COC(=O)c3ccc(C(C)(C)C)cc3)nc2s1	-13%
CCOc1ccc(C(=O)NCc2nnnn2-c2ccc(C)c(C)c2)cc1OCC	-3%
COc1ccc(C)c2sc(N(Cc3cccnc3)C(=O)c3cccs3)nc12	-9%
COc1ccc(-c2[nH]c(-c3ccccc3)nc2SCC(=O)Nc2ccc3c(c2)OCCO3)cc1	-4%
Cc1nc2c3cccnc3nn2c(C)c1CCC(=O)NCc1ccccc1	-5%
Cc1nnsc1C(=O)Oc1ccc(Cl)cc1	-3%
Cc1ccc(-c2cc3nc(-c4ccccc4)cc(C(F)(F)F)n3n2)cc1	-11%
Cc1ccc(-n2c(-c3ccc(Br)cc3)nc3c(cnn3-c3ccccc3)c2=O)cc1	-5%
CCOc1ccccc1CNC(=O)C1CCCN(c2ncnc3onc(-c4ccc(F)cc4)c23)C1 (centres undefined)	-9%
Cc1c(NC(=O)c2ccccc2F)cccc1-c1nc2cccnc2s1	-10%
CCOC(=O)c1c(NC(=O)c2cc(=O)c3c(C)cc(C)cc3o2)sc2c1CCC2	-1%
Cc1ccc2nc(CNC(=O)c3ccccc3)[nH]c2c1	u
CCN(CC)c1ccc(NC(=O)c2cnn3c(C(F)F)cc(-c4ccccc4)nc23)cc1	u
CC(=O)Nc1cccc(-c2cn3cccnc3n2)c1	-2%
Cc1ccc(-c2nnc(Nc3ccc(C(N)=O)cc3)c3ccccc23)cc1S(N)(=O)=O	-13%
Cc1oc(-c2ccc(Cl)cc2)nc1CN1CCCC(C(=O)NCc2ccc(Cl)cc2)C1 (centres undefined)	u
COCc1nnc(NC(=O)c2cc(OC)c(OC)c(OC)c2)s1	0%
CCOC(=O)c1c(C)oc2nc(C)nc(N3CCN(c4ccc(C)cc4C)CC3)c12	-5%
CCCn1c(NCc2ccccc2C)nc2ccccc21	-16%
CCc1ccccc1NC(=O)Cn1c(=O)n(Cc2ccccc2)c(=O)c2c(C)c(C(=O)N(C)C)sc21	-3%
CCOc1ccccc1NC(=O)CSc1nc2c(sc3ccccc32)c(=O)n1CCCC(=O)NC1CCCC1	-3%
COc1ccc(-c2[nH]c(-c3ccc(Cl)cc3)nc2SCC(=O)NCC2CCCO2)cc1 (centres undefined)	-4%
Cc1ccc(S(=O)(=O)N2CCCc3cc(NS(=O)(=O)c4ccccc4)ccc32)cc1	-11%
CCOC(=O)c1cccc(Nc2cc(C)nc(C)n2)c1	u
Cc1ccc(S(=O)(=O)N(Cc2nc(-c3ccc(Cl)cc3)no2)C2CCCCC2)cc1	1%
COc1ccc(CNC(=O)c2ccc3c(c2)N(Cc2ccc(C)cc2)CCS3)cc1	-2%
Cc1ccc(C)c(NC(=O)C(c2ccccc2)N2Cc3ccccc3C2=O)c1 (centres undefined)	-8%
CCN1CCN(c2oc(-c3ccc(COc4ccc(OC)cc4)o3)nc2C#N)CC1	-2%
CCCCNc1nc(Oc2ccc(OCC(N)=O)nn2)nc(N2CCOCC2)n1	-1%
CC(CCCc1ccccc1)NC(=O)c1nn(-c2ccc(Cl)cc2)nc1CO (centres undefined)	2%
COc1ccc(C(=O)NCCSc2c[nH]c3ccccc23)cc1OC	-2%
O=C(NCc1ccc(Cl)cc1)C1CCN(S(=O)(=O)c2ccc3c(c2)CCCN3C(=O)C2CCC2)CC1	0%
CCOc1ccccc1NC(=O)CN1C(=O)C(=O)c2ccccc21	1%
COc1ccc(NC(C)=O)cc1NC(=O)CN1CCN(c2ccc(F)cc2)CC1	1%

The list goes on:
SMILES	FLuc modulator
COc1ccc(N(C(=O)/C=C\C(=O)Nc2ccc(C)cc2)C(C(=O)NCc2ccco2)c2ccc(C)cc2)cc1 (centres undefined)	-4%
C#CCn1c(COc2ccccc2C)nc2ccccc21	u
CC(C)(C)OC(=O)N1CCC(c2c(C(=O)NCc3cccc(Cl)c3)cnn2-c2ccc(F)cc2)CC1	4%
CCOc1ccc(-n2nc3ccc(NC(=O)COc4ccc(OC)cc4)cc3n2)cc1	-14%
CCCNC(=O)CN1CCN(c2ncc(NC(=O)c3ccc(Cl)cc3)cc2C(=O)O)CC1	-15%
COc1ccc(OC)c(C2CC(=O)N(c3cccc(C)c3)C3=C2C(=O)OC3)c1 (centres undefined)	-4%
CCn1cc(C(=O)NCc2ccccc2)c(=O)c2cc(S(=O)(=O)N3CCCCC3)ccc21	-1%
CCOc1ccccc1NC(=O)CN1C(=O)COc2ccc(S(=O)(=O)N3CCCCC3)cc21	3%
Cc1oc(-c2cccc(Br)c2)nc1Cn1c(=O)cc(-c2ccccc2)c2c(C)nn(C)c21	-2%
COc1ccccc1Cn1ccn(Cc2c(F)cccc2Cl)c(=O)c1=O	-7%
COc1ccc(N(Cc2cccs2)C(=O)COc2ccc([N+](=O)[O-])cc2)cc1	-2%
CCSc1ncc(Cl)c(C(=O)Nc2c(C(=O)Nc3ccccc3)oc3ccccc23)n1	0%
CCCSCCCNC(=O)c1ccc(Cn2c(=O)c3cccn3c3cccnc32)cc1	0%
Cc1cc(Nc2cccc(C)c2C)n2cnnc2n1	4%
Cc1cc(=O)c2cc(C(=O)Nc3ccccc3)ccc2[nH]1	u

14 entries out of the list, arranged by molar mass, lowest first.
SMILES	FLuc modulator
C#CCn1c(COc2ccccc2C)nc2ccccc21	u
CCCc1cc(=O)[nH]c2nnc(SCCC(C)C)n12	u
CCCCN(C)CCNC(=O)c1ccc2c(c1)NC(=O)CN2	1%
CCOc1ccccc1NC(=O)CN1C(=O)C(=O)c2ccccc21	1%
O=C(Cc1ccc(F)cc1)NCCc1csc(-c2cccc(F)c2)n1	-3%
Cc1nc2c3cccnc3nn2c(C)c1CCC(=O)NCc1ccccc1	-5%
Cc1c(NC(=O)c2ccccc2F)cccc1-c1nc2cccnc2s1	-10%
Cc1coc2cc3oc(=O)c(CC(=O)NCc4cccc(Cl)c4)c(C)c3cc12	-6%
COc1ccc(NC(C)=O)cc1NC(=O)CN1CCN(c2ccc(F)cc2)CC1	1%
Cc1ccc(-n2c(-c3ccc(Br)cc3)nc3c(cnn3-c3ccccc3)c2=O)cc1	-5%
CCCNC(=O)CN1CCN(c2ncc(NC(=O)c3ccc(Cl)cc3)cc2C(=O)O)CC1	-15%
Cc1nn2c(=O)cc(COC(=O)c3cccc(NC(=O)COc4ccccc4C)c3)nc2s1	24µM*
CCOc1ccc2nc(NC(=O)c3nc(SCc4ccc(C)cc4)ncc3Cl)sc2c1	0%
CCc1ccc(NC(=O)Cn2c(=O)n(-c3ccc(OC)cc3)c(=O)c3ccc(C(=O)NCc4ccc(C)cc4)cc32)cc1	2%

(more compounds)
SMILES	FLuc modulator
Cc1cccc(C(=O)Nc2cc3c(cc2C)n(C)c(=O)n3C)c1	-1%
COc1ccc(C(=O)COC(=O)c2cc(-c3cccs3)nc3ccccc23)cc1	2.7µM*
COC(=O)c1ccc(NC(=O)C2CCN(S(=O)(=O)c3ccc4c(c3)CCCN4C(C)=O)CC2)cc1	-8%
COC(=O)c1scc(-c2ccc(C)cc2)c1S(=O)(=O)N1CCN(c2ccccc2F)CC1	-14%
COc1ccc(-c2cc(C(=O)NCCc3ccccc3)c3c(-c4ccccc4)[nH]nc3n2)cc1OC	1%
COc1ccc2c(C)cc(SCC(=O)Nc3nsc(-c4ccccc4C)n3)nc2c1	-9%
CC(=O)c1cc(-c2ccc(F)cc2)n(CCC(=O)Nc2nc3ccc(C)cc3s2)c1C	5%
CCn1cnc2c(=O)oc3ccc(S(=O)(=O)Nc4ccc(OC)cc4)cc3c21	1%
Cc1ccc(C)c(Cn2c(=O)n(C(C)C)c(=O)c3oc4ccccc4c32)c1	1%
COc1cc2c(cc1NC(=O)COc1ccc(Br)c(C)c1)oc1ccccc12	0%
COc1ccc(S(=O)(=O)c2c(O)c3ccc(C(=O)NCc4ccc(Cl)cc4)cc3[nH]c2=O)cc1	u
COc1cccc(C(=O)Nc2ccc(C(=O)OCc3cc(=O)n4nc(C5CC5)sc4n3)cc2)c1	0%
NC(=O)C1CCN(C(=O)c2ccc3c(c2)N(Cc2cccc(Cl)c2)C(=O)c2ccccc2S3=O)CC1 (centres undefined)	3%
COc1ccc(-c2oc3ncn4nc(-c5ccccc5C)nc4c3c2-c2ccc(OC)cc2)cc1	-2%
COc1ccccc1CCNC(=O)CCc1c(C)c2cc3c(C)coc3c(C)c2oc1=O	3%
Cc1ccc(S(=O)(=O)C(CNC(=O)COc2ccccc2)c2cccs2)cc1 (centres undefined)	-9%
COC(=O)c1ccccc1NC(=O)c1nn(-c2ccc(OC)cc2)c(=O)c2c1c1ccccc1n2C	-2%
Cc1ccc(N(C)C(=O)c2cc(S(=O)(=O)N3CCOCC3)cn2C)cc1	-3%
Cc1ccc(S(=O)(=O)c2nc(-c3ccccc3Cl)oc2N2CCCCCC2)cc1	-10%
CC(C)(C)NS(=O)(=O)c1ccc2nc(NC(=O)c3cccnc3)sc2c1	u
CCOc1ccc(/C=C/c2nc(C#N)c(NC3CCCCC3)o2)cc1	1%
CN(C)c1ccc(NC(=O)CC(NCc2cccnc2)C(=O)O)cc1 (centres undefined)	-1%
CCc1ccc(CNC(=O)c2ccc(CS(=O)(=O)Cc3cccc(C)c3)o2)cc1	-15%
COc1ccc(C(=O)c2oc3ccccc3c2NC(=O)COc2ccc(C)cc2)cc1	-4%
CCCCOc1ccc(CNC(=O)c2cccc(NC(=O)N3CCSc4ncccc43)c2)cc1	-15%
N#Cc1cccc(-c2csc(N3CCC(C(N)=O)CC3)n2)c1	-17%
O=C(/C=C/c1ccc(Cl)cc1)N1CCC(c2nc3ccccc3o2)CC1	u
O=C(Nc1ccc(C(=O)OCc2cc(=O)n3ccsc3n2)cc1)c1cccc(F)c1	0%
COc1ccc(NC(=O)c2c(C)oc3ccc(O)c(CN4CCCCCC4)c23)cc1	-2%
Cc1ccc(O)c(-c2n[nH]c3c2C(c2ccccc2F)N(Cc2ccco2)C3=O)c1 (centres undefined)	-12%
Cc1ccc(C)c(NC(=O)Cn2cc(S(=O)(=O)NC(C)C)c(S(=O)(=O)NC(C)C)c2)c1	-2%
COc1ccc(NC(c2nnc(-c3ccccc3)o2)c2ccccc2F)cc1Cl (centres undefined)	-5%
COc1ccc(C(CNC(=O)Cc2ccc(Cl)cc2)N2CCOCC2)cc1 (centres undefined)	4%
COc1ccccc1NC(=O)CSc1ncc2c(n1)-c1ccccc1N(Cc1ccccc1C)S2(=O)=O	-1%
CCOc1ccccc1N(C)C(=O)c1cc2c(s1)-c1ccccc1OC2	-17%
CC1CCN(c2ccc(-c3cccc(NS(=O)(=O)c4ccc(F)cc4F)c3)nn2)CC1	1.7µM*
CCOC(=O)c1cnc2cc(C(F)(F)F)ccc2c1Nc1cc(C)ccc1OC	-7%
O=C(CN(c1cccc(Br)c1)S(=O)(=O)c1ccccc1)N1CCc2ccccc2C1	-4%

This is a subset; the hit share may differ from the screen's.
